SKN-1 inh: blocks SKN-1 activity in C. elegans | C. elegans VP596 Pgst-4::GFP/RFP ratio, acrylamide-induced, 24 h | 0.49% of 360,000 active | inhibition, % at 21.8 µM;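 active = interference check ratio from 0.5 to 1.5 plus GFP to RFP signal ratio inhibition reaching or exceeding a fixed threshold, cut at about 30% in these data, passing the limit was not always enough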; note: some compounds called inactive have numbers as strong as hits
CSN inh: inhibitors of human CSN-mediated cullin deneddylation | AID 651999 | inhibition, % at 12.5 µM | 0.38% of 360,000 active | Purified CSN, SCF-Nedd8-OG deneddylation, fluorescence polarization | Q92905;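 active = pattern-corrected inhibition above about 35%, with an unprinted fluorescence ratio check between 0.5 and 1.5, limit read from the data, passing the limit was not always enough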;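 note: 0% = enzyme with substrate and 100% = substrate without enzyme; some results filed as inactive read as strong as hits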
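Assay system: purified human Csn5 enzyme expressed in HEK293T cells; Input: 0.24 nM Csn5 enzyme, final concentration; Reagent: 10 nM SCFSkp2-Nedd8OG; Compound dosing: 12.5 µM single point; Times: reaction 90 min, room temperature; Technique: fluorescence polarization readout.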
Rin1 Abl inh: human Rin1-Abl interaction inhibition | inhibition, % at 7.35 µM | P00519+Q13671 | 0.4% of 360,000 active | TR-FRET Rin1/Abl binding, biochemical | AID 588664; in the data active = inhibition above about 5%, passing the limit was not always enough
MT1-MMP act inh: inhibitors of human MT1-MMP activation | GFP/RFP ratio change, % at 20 µM | HT1080 RFP-PRO-GFP cells, GFP/RFP ratio fluorescence, overnight; percent of plate control window, DMSO zero | 0.061% of 360,000 active | P50281;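 active = GFP/RFP ratio change of at least 30% with cell ATP level not reduced by more than half and red fluorescence within 50% of control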; note: strong numbers were not always called active
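Assay system – RFP-PRO-GFP reporter HT1080 cells · Compound dosing – single dose of 20 µM compound, 1% DMSO final · Incubation – overnight compound exposure at 37 °C · Measure – GFP/RFP fluorescence ratio · Benchmarks – DMSO wells and RFP-L50D-GFP cells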
PABP1 MLLE inh: inhibitors of microRNA-mediated deadenylation, human PABP1 MLLE binding. inhibition, % at 20 µM. P11940. 0.36% of 360,000 active. GST-MLLE / FITC-PAM2 fluorescence polarization. AID 588489; in the data active = inhibition above about 35%, passing the limit was not always enough;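 note: plate controls were DMSO wells with GST-MLLE for no effect and wells lacking GST-MLLE protein for full effect; some results filed as inactive read as strong as hits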
FAS TE block: FAS thioesterase (human) inhibition. 0.67% of 360,000 active. P49327. inhibition, % at 15 µM. AID 602261. recombinant FAS-TE, OMFH fluorogenic substrate, fluorescence endpoint;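 active = compounds whose normalised, plate-corrected inhibition of enzyme fluorescence in the single-dose primary screen is 50% or more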;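 note: 0% = DMSO with enzyme and 100% = substrate without enzyme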
NadD inh: NadD (S. aureus) enzyme inhibition; inhibition, % at 20 µM; 0.78% of 360,000 active; purified NadD enzyme, colorimetric absorbance read-out; in the data active = inhibition above about 26%; note: some compounds past the cut are filed as inactive
Rpn11 block: inhibitors of human proteasome Rpn11; O00487; human 26S proteasome, Ub4-pepOG fluorescence polarization; 20S core pre-blocked with epoxomicin; calls only at 20 µM; 0.59% of 360,000 active; AID 588493;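 active = inhibition at 20 µM, scaled to each plate's controls, above about 33%, limit read from the data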
Neddyl block: blocks human cullin neddylation; calls only at 25 µM; 0.58% of 360,000 active; TR-FRET cullin neddylation, biochemical; in the data active = inhibition above about 36%
Target sequence (P61081 whole entry, looked up): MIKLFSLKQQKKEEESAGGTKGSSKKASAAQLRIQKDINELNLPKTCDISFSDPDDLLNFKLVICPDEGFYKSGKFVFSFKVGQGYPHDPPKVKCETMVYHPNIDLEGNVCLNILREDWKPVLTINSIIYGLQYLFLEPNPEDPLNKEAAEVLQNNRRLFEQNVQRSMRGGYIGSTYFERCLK
Target sequence (Q13564 whole entry, looked up): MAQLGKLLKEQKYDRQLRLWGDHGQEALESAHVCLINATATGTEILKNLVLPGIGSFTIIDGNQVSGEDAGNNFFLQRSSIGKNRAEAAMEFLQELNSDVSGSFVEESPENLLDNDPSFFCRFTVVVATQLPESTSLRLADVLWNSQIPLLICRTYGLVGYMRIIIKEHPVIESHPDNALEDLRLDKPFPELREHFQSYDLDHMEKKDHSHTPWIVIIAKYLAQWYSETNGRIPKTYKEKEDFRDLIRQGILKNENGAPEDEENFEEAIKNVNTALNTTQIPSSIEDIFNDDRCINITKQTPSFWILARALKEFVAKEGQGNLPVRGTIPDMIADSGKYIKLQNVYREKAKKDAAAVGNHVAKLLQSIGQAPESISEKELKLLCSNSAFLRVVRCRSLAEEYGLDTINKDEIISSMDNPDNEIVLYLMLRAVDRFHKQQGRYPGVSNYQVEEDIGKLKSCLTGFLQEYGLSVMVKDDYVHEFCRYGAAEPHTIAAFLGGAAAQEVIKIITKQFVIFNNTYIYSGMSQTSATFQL
An asterisk follows results filed as active; & = joins results of further samples. These rows are one share of the data; the hit share may differ from the screen's.

Screening O=C1CN=C(c2ccc(Br)cc2)c2c(sc3c2CCCC3)N1CCN1CCCCC1 returned SKN-1 inh -6, CSN inh -7, Rin1 Abl inh 2, MT1-MMP act inh -2, PABP1 MLLE inh 18, FAS TE block 15, NadD inh -2, Rpn11 block inactive and Neddyl block inactive.
CCCCn1c(=O)c(C(=O)Nc2ccccn2)c(O)c2ccccc21 was read as SKN-1 inh -6, CSN inh 5, Rin1 Abl inh 0, MT1-MMP act inh -8, PABP1 MLLE inh -12, FAS TE block 13, NadD inh 26, Rpn11 block inactive and Neddyl block inactive.
Screening Cc1ccc(CN2CCCC(C(=O)c3sccc3C)C2)o1 (centres undefined) returned SKN-1 inh -7, CSN inh 0, Rin1 Abl inh 2, MT1-MMP act inh 0, PABP1 MLLE inh -6, FAS TE block -1, NadD inh 3, Rpn11 block inactive and Neddyl block inactive.
`COC(=O)C[C@]1(C(=O)OC)CN(C#N)N(c2ccc(Cl)cc2)C12c1ccccc1-c1ccccc12` gave SKN-1 inh 8, CSN inh 17, Rin1 Abl inh 4, MT1-MMP act inh -19, PABP1 MLLE inh 3, FAS TE block 15, NadD inh 5, Rpn11 block inactive and Neddyl block inactive.
`C[C@H]1CC[C@@H]2N(C1)C[C@H]1[C@@H]3C[C@H]4[C@@H](CC(=O)[C@H]5C[C@@H](O)CC[C@@]54C)[C@@H]3CC[C@H]1[C@]2(C)O` gave SKN-1 inh -4, CSN inh 4, Rin1 Abl inh 2, MT1-MMP act inh -3, PABP1 MLLE inh 22, FAS TE block -2, NadD inh 1, Rpn11 block inactive and Neddyl block inactive.
CN(C)c1nc(-c2ccccc2)[n+](C)s1 was read as SKN-1 inh -5, CSN inh 2, Rin1 Abl inh -2, MT1-MMP act inh -4, PABP1 MLLE inh -120, FAS TE block -7, NadD inh -1, Rpn11 block inactive and Neddyl block inactive.
OC1(c2ccc(F)cc2)CC2CCC(C1)N2Cc1nnnn1C1CCCC1 (centres undefined) was read as SKN-1 inh 6, CSN inh 0, Rin1 Abl inh 4, MT1-MMP act inh 2, PABP1 MLLE inh 2, FAS TE block -4, NadD inh -2, Rpn11 block inactive and Neddyl block inactive.
Screening CCCCCCn1c(O)c(C=NCCN2CCCCC2)c(=O)[nH]c1=O returned SKN-1 inh -5, CSN inh 5, Rin1 Abl inh -2, MT1-MMP act inh 0, PABP1 MLLE inh -7, FAS TE block -5, NadD inh -6, Rpn11 block inactive and Neddyl block inactive.
Screening O=[N+]([O-])c1ccccc1CNCCc1c[nH]c2ccccc12 returned SKN-1 inh 10, CSN inh 3, Rin1 Abl inh 2, MT1-MMP act inh 1, PABP1 MLLE inh 3, FAS TE block -1, NadD inh -4, Rpn11 block inactive and Neddyl block inactive.
`N#CC1C(C#N)C2CCC1C1C2N1c1ccccc1` (centres undefined) gave SKN-1 inh 2, CSN inh -3, Rin1 Abl inh 5, MT1-MMP act inh 0, PABP1 MLLE inh 8, FAS TE block -5, NadD inh 3, Rpn11 block inactive and Neddyl block inactive.
Screening c1ccc(CCCN2CCN(CCOC(c3ccccc3)c3ccccc3)CC2)cc1 returned SKN-1 inh -6, CSN inh 1, Rin1 Abl inh 1, MT1-MMP act inh 0, PABP1 MLLE inh 6, FAS TE block 16, NadD inh -4, Rpn11 block inactive and Neddyl block inactive.
`CN(C(=O)Oc1ccc([N+](=O)[O-])cc1)c1ccccc1` gave SKN-1 inh -9, CSN inh -2, Rin1 Abl inh -1, MT1-MMP act inh 1, PABP1 MLLE inh 6, FAS TE block 2, NadD inh 0, Rpn11 block inactive and Neddyl block inactive.
Screening O=[N+]([O-])c1ccccc1CN1CC=C(c2ccc(F)cc2)CC1 returned SKN-1 inh 6, CSN inh -2, Rin1 Abl inh 0, MT1-MMP act inh -2, PABP1 MLLE inh 3, FAS TE block 26, NadD inh 0, Rpn11 block inactive and Neddyl block inactive.
Cc1ccnc(-n2c(-c3ccco3)nc3ccccc3c2=O)c1 was read as SKN-1 inh -8, CSN inh -4, Rin1 Abl inh -2, MT1-MMP act inh 3, PABP1 MLLE inh -3, FAS TE block -5, NadD inh -3, Rpn11 block inactive and Neddyl block inactive.
`O=C(CSC1c2ccccc2-c2ccccc21)N/N=C/c1ccccc1` gave SKN-1 inh 7, CSN inh 0, Rin1 Abl inh 5, MT1-MMP act inh -15, PABP1 MLLE inh 0, FAS TE block 21, NadD inh -1, Rpn11 block inactive and Neddyl block inactive.
Cc1cc(OCC(=O)N2CCC(C(N)=O)CC2)c2c3c(c(=O)oc2c1)CCCC3 was read as SKN-1 inh 16, CSN inh -1, Rin1 Abl inh 1, MT1-MMP act inh -3, PABP1 MLLE inh -5, FAS TE block 0, NadD inh 0 and Rpn11 block inactive.
`CCC(=NCCO)c1c(O)n(C2CCCCC2)c(=O)[nH]c1=O` gave SKN-1 inh -4, CSN inh 10, Rin1 Abl inh -1, MT1-MMP act inh -4, PABP1 MLLE inh -19, FAS TE block -6, NadD inh 6, Rpn11 block inactive and Neddyl block inactive.
C=CCn1c(O)c(C(C)=Nc2cc(OC)ccc2OC)c(=O)[nH]c1=O was read as SKN-1 inh 12, CSN inh -1, Rin1 Abl inh -1, MT1-MMP act inh 14, PABP1 MLLE inh 1, FAS TE block -12, NadD inh -2, Rpn11 block inactive and Neddyl block inactive.
For CCSc1nnc(C(N)Cc2ccccc2)o1 (centres undefined) the results were SKN-1 inh -14, CSN inh -1, Rin1 Abl inh 2, MT1-MMP act inh -4, PABP1 MLLE inh -16, FAS TE block -4, NadD inh 2, Rpn11 block inactive and Neddyl block inactive.
`NNCc1cccc(O)c1` gave SKN-1 inh 9, CSN inh -1, Rin1 Abl inh 0, MT1-MMP act inh -3, PABP1 MLLE inh -36, FAS TE block -3, NadD inh -1, Rpn11 block inactive and Neddyl block inactive.

5 consecutive entries from above, for reference:
Screening c1ccc(CCCN2CCN(CCOC(c3ccccc3)c3ccccc3)CC2)cc1 returned SKN-1 inh -6, CSN inh 1, Rin1 Abl inh 1, MT1-MMP act inh 0, PABP1 MLLE inh 6, FAS TE block 16, NadD inh -4, Rpn11 block inactive and Neddyl block inactive.
`CN(C(=O)Oc1ccc([N+](=O)[O-])cc1)c1ccccc1` gave SKN-1 inh -9, CSN inh -2, Rin1 Abl inh -1, MT1-MMP act inh 1, PABP1 MLLE inh 6, FAS TE block 2, NadD inh 0, Rpn11 block inactive and Neddyl block inactive.
Screening O=[N+]([O-])c1ccccc1CN1CC=C(c2ccc(F)cc2)CC1 returned SKN-1 inh 6, CSN inh -2, Rin1 Abl inh 0, MT1-MMP act inh -2, PABP1 MLLE inh 3, FAS TE block 26, NadD inh 0, Rpn11 block inactive and Neddyl block inactive.
Cc1ccnc(-n2c(-c3ccco3)nc3ccccc3c2=O)c1 was read as SKN-1 inh -8, CSN inh -4, Rin1 Abl inh -2, MT1-MMP act inh 3, PABP1 MLLE inh -3, FAS TE block -5, NadD inh -3, Rpn11 block inactive and Neddyl block inactive.
`O=C(CSC1c2ccccc2-c2ccccc21)N/N=C/c1ccccc1` gave SKN-1 inh 7, CSN inh 0, Rin1 Abl inh 5, MT1-MMP act inh -15, PABP1 MLLE inh 0, FAS TE block 21, NadD inh -1, Rpn11 block inactive and Neddyl block inactive.

Other records
For CC12CCCCC1=NC(c1ccc(Br)cc1)N2O (centres undefined) the results were SKN-1 inh -5, CSN inh -2, Rin1 Abl inh 3, MT1-MMP act inh 1, PABP1 MLLE inh 10, FAS TE block -4, NadD inh -1, Rpn11 block inactive and Neddyl block inactive.
For CCCCn1c(=O)c(C(=O)Nc2cnccn2)c(O)c2ccccc21 the results were SKN-1 inh 8, CSN inh -5, Rin1 Abl inh -1, MT1-MMP act inh -11, PABP1 MLLE inh 5, FAS TE block 11, NadD inh 2, Rpn11 block inactive and Neddyl block inactive.
Screening Oc1ccc2c3c1OC1[C@H](O)CC[C@@]4(O)[C@@H](C2)N(CC2CC2)CC[C@]314 (some centres undefined) returned SKN-1 inh 8&1, CSN inh -1&-4, Rin1 Abl inh 3&-2, MT1-MMP act inh 0&1, PABP1 MLLE inh -4&-2, FAS TE block 0&-6, NadD inh 1&-3, Rpn11 block inactive and Neddyl block inactive.
CCOC(=O)C(O)(c1ccc(NC(=S)NC(=O)c2ccc(Cl)cc2Cl)cc1)C(F)(F)F (centres undefined) was read as SKN-1 inh -10, CSN inh -3, Rin1 Abl inh -2, MT1-MMP act inh -5, PABP1 MLLE inh 23, FAS TE block 26, NadD inh -6, Rpn11 block inactive and Neddyl block inactive.
For CC(C)CC(=O)Nc1ccc(S(=O)(=O)N2CC3CC(C2)c2cccc(=O)n2C3)cc1 (centres undefined) the results were SKN-1 inh -4, CSN inh 2, Rin1 Abl inh 1, MT1-MMP act inh -2, PABP1 MLLE inh -16, FAS TE block -4, NadD inh -2, Rpn11 block inactive and Neddyl block inactive.
`C=CCOC(=O)C1=C(C)OC(N)=C(C#N)[C@@]12C(=O)N(CC(N)=O)c1ccccc12` gave SKN-1 inh 6, CSN inh -7, Rin1 Abl inh 2, MT1-MMP act inh 1, PABP1 MLLE inh -4, FAS TE block -4, NadD inh -1, Rpn11 block inactive and Neddyl block inactive.
